NSD2 HMT inh = NSD2 histone methyltransferase inhibitors, primary screen, biochemical, AlphaScreen, single concentration, set 2; NSD2 peptide methylation, 120 min; 310,000 tested, 0.54% active; Histone-lysine N-methyltransferase NSD2 (Homo sapiens), O96028; inhibition, % at 12.5 µM; in the data active means inhibition above about 50%
Arr AP2 block = inhibitors of beta-arrestin/AP2 binding, primary screen, biochemical, GPCR trafficking, flow cytometry | 340,000 tested, 0.31% active | inhibition, % at 10 µM | FITC-arrestin peptide / GST-AP2 beads; AP2 beta2 appendage carries R879A mutation;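 active means inhibition above a set limit, near 3 SD of compounds lacking own fluorescence, cut at about 54% in these data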;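 further: plate controls were DMSO wells for no effect and 5 µM unlabelled arrestin peptide for full effect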
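Measured by: flow cytometry, FL1 (488/535 nm); Material: AP2 appendage R879A on GSH beads; Evaluation: percent response; Timing: pre-incubation 12 min, peptide binding 1 h, room temperature; Also added: 50 nM FITC-arrestin peptide; Medium: PBS with 0.05% Tween 20 and 0.1% BSA.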
SR-BI DiI-HDL act = activators of SR-BI mediated DiI-HDL uptake, primary screen, ldlA[mSR-BI] CHO cells, DiI fluorescence; activation, % at 12.5 µM; 320,000 tested, 0.096% active; 3 h; 100 = double the neutral-control signal; AID 504775, 2011;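 active means mean replicate activation of at least 60% and every replicate at or above 60%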;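 further: 0% = median plate neutral-control signal and 100% = twice that signal; values of inactives mirror those of a sister screen read the other way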
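Material – SR-BI-overexpressing, LDLR-lacking CHO cells · Medium – BSA-supplemented, HEPES-buffered Ham's F12, pH 7.4 · Doses – single concentration · Times – compound with DiI-HDL co-incubation, 3 h at 37 °C · Measured by – bottom-read fluorescence, 550/595 nm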
DSG3 Ab inh = inhibitors of pemphigus antibody binding to DSG3, primary screen, biochemical, bead-based, flow cytometry, scFv-GFP; Desmoglein-3 (Homo sapiens), P32926; binding (percent of control), % at 10 µM; DSG3-coupled beads, scFv-anti-DSG3-GFP binding; stronger effect = lower value; 310,000 tested, 0.48% active;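 active means binding more than 3 SD below its plate's average and above zero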;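 further: hits lower antibody fragment binding to DSG3; some compounds called inactive have numbers as strong as hits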
CDK5 p35 inh = inhibitors of human CDK5/p35 kinase, primary screen, biochemical, single concentration; Recombinant CDK5/p35, ADP-Glo luminescence, 60 min; inhibition, % at 10 µM; 330,000 tested, 0.01% active; AID 488839, 2010;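 active means highest replicate inhibition of at least 50% and at least 75% of replicates reaching 50%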;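 further: plate controls were DMSO neutral control for no effect and GW8510 at 10 µM for full effect; many of its hits are not listed in these tables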
SR-BI HDL uptake = inhibitors of SR-BI mediated HDL lipid uptake, primary screen, ldlA[mSR-BI] cells, fluorescence, single point | Scavenger receptor class B member 1 (Mus musculus), Q61009 | ldlA[mSR-BI] CHO cells, DiI-HDL uptake fluorescence, 3 h | inhibition, % at 12.5 µM | 320,000 tested, 0.96% active | AID 488896, 2010;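 active means mean replicate inhibition of at least 70% and a set share of replicates each scoring 70 or more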;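 further: 0% = median of neutral control wells and 100% = median of positive control wells; values of inactives mirror those of a sister screen read the other way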
Target sequence (Q61009 whole entry, looked up): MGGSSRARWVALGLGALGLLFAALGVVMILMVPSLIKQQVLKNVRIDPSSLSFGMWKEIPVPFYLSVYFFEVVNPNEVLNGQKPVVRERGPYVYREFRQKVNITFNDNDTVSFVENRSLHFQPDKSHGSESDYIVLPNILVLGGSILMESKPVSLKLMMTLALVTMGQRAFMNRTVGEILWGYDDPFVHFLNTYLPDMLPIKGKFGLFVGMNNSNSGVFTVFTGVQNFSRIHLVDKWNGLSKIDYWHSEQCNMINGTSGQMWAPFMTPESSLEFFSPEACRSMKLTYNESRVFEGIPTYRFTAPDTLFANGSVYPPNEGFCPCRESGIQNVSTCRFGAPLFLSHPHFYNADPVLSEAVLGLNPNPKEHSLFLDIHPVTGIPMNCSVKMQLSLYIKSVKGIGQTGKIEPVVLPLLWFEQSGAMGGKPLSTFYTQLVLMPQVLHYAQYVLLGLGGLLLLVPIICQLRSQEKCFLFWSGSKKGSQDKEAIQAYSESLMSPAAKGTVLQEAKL
Mot1-301 SUMO = yeast Mot1-301 growth rescue at high temperature, primary screen, SUMOylation pathway inhibitor project, S. cerevisiae, ATP luminescence, 38.5C. AID 2716, 2010. 320,000 tested, 1% active. growth rescue, % at 18.8 µM. S. cerevisiae Mot1-301 growth rescue; percent above DMSO median, 100 means doubled;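 active means every valid replicate shows activation above 250% relative to neutral control wells; inactive means the rest, any valid replicate at or below 250%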;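 further: OY570 slx delta 5 strain wells were the positive control but not used for scaling; some compounds called inactive have numbers as strong as hits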
dFosB act = activators of delta FosB homodimer, primary screen, biochemical, fluorescence polarization, TAMRA-CDK5 oligo, single point. purified delta FosB; percent of positive-control signal above neutral wells. activation, % at 25 µM. 340,000 tested, 0.99% active;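 active means mean activation above about 17%, with every replicate also reaching it, limit read from the data, passing the limit was not always enough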;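 further: fluorescence polarization rise as delta FosB binds a TAMRA Cdk5 AP-1 oligo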
MITF TRPM1 HTS = activators of MITF-driven TRPM1 promoter reporter, primary screen, cell-based, SK-MEL-5, luciferase, single point | SK-MEL-5 TRPM1-promoter luciferase, 24 h; % of positive control, neutral wells = 0 | AID 588334, 2011 | 300,000 tested, 0.75% active | activation, % at 12.5 µM;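 active means mean activation of at least 80% with every replicate also reaching 80%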;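 further: 0% = neutral control wells and 100% = parthenolide positive control wells; values of inactives mirror those of a sister screen read the other way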
PKA-R2B activ = activators of PKA-R2B holoenzyme, primary screen, biochemical, fluorescence polarization, Cy5-IP20, human; cAMP-dependent protein kinase catalytic subunit beta (Homo sapiens) + cAMP-dependent …; PKA-R2B holoenzyme dissociation; R2B truncated from residue 108, S112A mutant; 0% DMSO only, 100% 113 µM cGMP; activation, % at 11.4 µM; 340,000 tested, 0.079% active; AID 504700, 2011;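 active means activation above a cutoff set at the mean over all compounds plus 3 SD, cut at about 18% in these data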;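 further: higher means more holoenzyme dissociation and a rise in polarization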
Target sequence (P31323 whole entry, looked up, other chains not shown, the tested form may be a part): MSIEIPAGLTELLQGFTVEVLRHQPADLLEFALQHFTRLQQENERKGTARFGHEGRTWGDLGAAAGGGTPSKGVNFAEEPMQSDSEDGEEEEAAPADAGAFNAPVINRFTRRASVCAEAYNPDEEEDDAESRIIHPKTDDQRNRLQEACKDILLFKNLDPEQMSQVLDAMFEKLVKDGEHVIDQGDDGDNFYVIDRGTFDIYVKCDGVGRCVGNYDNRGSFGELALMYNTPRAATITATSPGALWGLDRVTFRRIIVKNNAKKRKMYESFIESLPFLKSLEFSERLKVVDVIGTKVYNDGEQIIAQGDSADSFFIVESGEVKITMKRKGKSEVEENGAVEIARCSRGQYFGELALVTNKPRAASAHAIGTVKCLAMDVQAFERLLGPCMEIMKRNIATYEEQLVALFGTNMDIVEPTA
PKA-R1A activ = activators of PKA-R1A holoenzyme, primary screen, biochemical, fluorescence polarization, Cy5-IP20, bovine R1A, mouse PKAc; activation, % at 11.4 µM; AID 504707, 2011; PKA-R1A dissociation; scaled: DMSO 0%, 113 µM cGMP 100%; 340,000 tested, 0.083% active;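 active means percent activation above the mean of all tested compounds plus 3 SD, cut at about 19% in these data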;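 further: higher means more PKAc released from R1A so a rise in polarization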
Numbers without * were called inactive; · = no result given.

dFosB act	SR-BI DiI-HDL act	PKA-R2B activ	NSD2 HMT inh	PKA-R1A activ	CDK5 p35 inh	SR-BI HDL uptake	MITF TRPM1 HTS	DSG3 Ab inh	Arr AP2 block	Mot1-301 SUMO	Structure
-10	-8	8	3	-2	0.7	8	1	114	0	·	CC(=O)c1ccc(C(=O)N2CCCC(CO)(Cc3ccccc3C)C2)s1 (centres undefined)
-12	-14	-7	-4	-13	-0.8	14	·	108	24	-8	CCn1c(/C=C/c2ccccc2F)nc2ccccc2c1=O
-4	15	-4	2	-6	-0.4	-15	-4	103	1	4	Cc1ccc(/C=C/C(=O)OCC(=O)Nc2cccc(S(=O)(=O)N(C)C)c2)o1
-7	8	-7	·	-2	0.4	-8	-1	·	0	37	CCCCNC(=O)O[C@H]1C[C@@H]2CCN3C(=O)CCC[C@H]([C@H]1Cc1ccccc1)[C@H]23
-2	-2	2	15	-6	-0.4	2	17	104	4	1	S=C(NCc1ccco1)Nc1ccc(N2CCOCC2)cc1
-5	-20	-7	22	-16	0.4	20	·	107	-6	-31	CCCCN(CC)c1nc(N)c2c(N)nc(OCC)cc2c1C#N
-14	-3	-1	·	-3	-1.1	3	-13	105	22	6	c1cc2cn[nH]c2cc1NC1CCCCCC1
0	-13	-1	-8	2	-0.1	13	5	104	10	6	O=C(O)CC1(CC(=O)Nc2cc(F)ccc2Cl)CCCCC1
-9	25	-7	0	-12	0.6	-25	-2	103	-6	-9	CC1(C)CC(=O)C(C(c2ccc(F)cc2)C2C(=O)CC(C)(C)CC2=O)C(=O)C1
-2	-50	-3	-2	2	2.1	50	30	104	3	-11	Nc1cc(Cl)nc(N/N=C/c2ccccc2[N+](=O)[O-])n1
-2	-15	-2	8	-8	0.1	15	13	94	23	6	Cc1ccccc1-c1nnc(SCC(=O)Nc2ccc(Cl)cc2)n1N
-14	-14	2	1	4	0.6	14	0	·	6	-11	CCOC(=O)c1sc(NC(=O)CSc2n[nH]c(-c3ccncc3)n2)c(C#N)c1C
-3	15	-1	-1	3	0.0	-15	-44	94	35	-16	Cc1ccccc1C(=O)/C(C#N)=N/Nc1c(C)n(C)n(-c2ccccc2)c1=O
-1	-8	-9	8	-6	-0.8	8	-2	91	32	112	COc1cc(NC2c3ccccc3C(=O)N2Cc2ccccc2Cl)cc(OC)c1 (centres undefined)
-34	-81	-5	6	-5	-0.9	81*	-2	·	-5	3	CC(=O)c1ccc(-c2ccc(C(=O)Nc3nc(-c4ccccn4)cs3)o2)cc1
-11	18	-6	-3	-12	1.3	-18	-1	102	9	8	COc1ccc(-c2noc(CCC(=O)NCc3cccnc3)n2)cc1
-1	-39	-9	-4	-14	-0.1	39	-77	99	-3	-5	O=C(COC(=O)c1ccc[nH]c1=O)Nc1ccc(N2CCCCC2)cc1
-7	32	-7	-4	-14	0.6	-32	11	·	-6	15	COc1ccc2c(c1OC)C(=O)OC2CC(=O)O (centres undefined)
-6	-59	0	2	3	-1.0	59	0	102	19	22	COc1cc(SC)ccc1C(=O)N1CCN(Cc2ccccc2)CC1
-6	-3	4	0	-10	0.2	3	0	92	-9	-5	Cc1cc(C)c(S(=O)(=O)c2ccc(Cl)cc2C)c(Cl)n1
-16	-16	-6	0	-3	-0.2	16	-9	103	-12	7	CCCN(C(=O)/C=C/c1nc2ccccc2s1)C1CCS(=O)(=O)C1 (centres undefined)
-9	14	-11	0	0	2.9	-14	5	92	-10	-3	S=c1[nH]nc(COc2cccc(Cl)c2)n1Cc1ccccc1
-2	7	-9	-4	3	-0.6	-7	-5	·	-5	·	CC1CCCCC1NC(=O)COC(=O)Cc1ccc(Cl)cc1 (centres undefined)
-17	-7	0	4	-9	0.8	7	52	106	28	64	COc1cccc(-c2c(C(=O)N/N=C/c3ccncc3)nnn2-c2nonc2N)c1
-21	-30	-9	2	-17	-0.8	30	-14	100	-7	-23	CCCCn1nc(C(=O)Nc2cc(C(F)(F)F)ccc2N2CCOCC2)ccc1=O
-7	·	3	-3	1	-0.1	·	·	114	3	158	CC1(C)Nc2ccccc2C(=O)N1c1ccc(Br)cc1
0	14	·	0	·	-0.2	-14	·	100	-2	-17	Cn1cnc([N+](=O)[O-])c1Cl
-7	18	-6	33	-2	-1.2	-18	-5	115	5	28	O=C(C1=NN(c2ccccc2)C2C(=O)N(c3cccc(Cl)c3)C(=O)C12)c1ccccc1 (centres undefined)
4	22	5	-1	4	0.1	-22	13	109	-5	-3	Cc1ccc(S(=O)(=O)NCCCC(=O)O)cc1
-12	-3	-4	-3	1	1.1	3	15	101	-4	10	Cc1ccccc1CSc1nnc(-c2ccco2)n1Cc1ccco1
-7	13	0	0	2	-0.4	-13	1	101	-16	2	Cc1ccc(/C=C(\C#N)C(=O)NC(C)c2ccccc2)o1 (centres undefined)
-6	7	-7	-2	-6	4.2	-7	2	98	6	7	COc1cc(NS(=O)(=O)c2ccc(NC(C)=O)cc2)ncn1
5	-2	12	-2	1	-1.3	2	1	94	-8	129	O=C(O)c1cccn2c(=O)c3ccccc3nc12
-16	·	-2	·	2	1.6	·	3	105	4	-22	CCN(CC)C(=O)Cn1cc(S(=O)(=O)CC(=O)NC2CCCCC2)c2ccccc21
2	28	-3	-2	-11	-1.5	-28	6	104	30	-14	C#CC[N+](C)(C)CC#Cc1ccc(C)cc1
0	-39	-11	·	-3	1.6	39	-11	100	-2	71	Cc1cc(C)c(OCC(=O)Nc2cccc(NC(=O)c3ccco3)c2)c(Br)c1
-4	32	4	1	9	0.0	-32	-2	105	50	-13	O=C(Cc1c(F)cccc1Cl)NCCN1CCOCC1
4	11	-9	·	-2	-1.2	-11	4	105	3	-4	C1CCc2nc3c(nc2C1)CCCC3
-14	-1	1	1	12	0.5	1	-2	103	4	725	CCCCn1c(CN(Cc2ccccc2)Cc2ccccc2)nc2c1c(=O)n(C)c(=O)n2C
-13	-8	1	-4	-8	-0.1	8	9	·	8	10	CCOc1cc(NC(=S)NCC2CCCO2)c(OCC)cc1NC(=O)c1ccc(F)cc1 (centres undefined)
-10	12	-5	6	-16	0.9	-12	25	·	-6	58	C=CCc1cc(Cl)ccc1OCCOCCNC(C)CC (centres undefined)
-2	-19	-15	-2	-3	-0.2	19	·	107	24	-18	CCCC(=O)c1ccc(N2CCCCCC2)c(F)c1
-21	-13	-5	·	0	-1.1	13	48	98	3	-2	COc1ccc2cc3cc(C(=O)N4CCCC(C)C4)oc3nc2c1 (centres undefined)
6	19	-2	·	-8	1.5	-19	·	100	6	3	CCOC(=O)C1CCCN(c2c(N3CCN(C)CC3)c(=O)c2=O)C1 (centres undefined)
-3	-41	-2	-2	-8	2.3	41	4	95	13	2	Cc1ccc(NC(=O)/C(=C\C=C\c2ccccc2)NC(=O)c2ccccc2)cc1
0	-11	1	-2	-7	-1.1	11	-12	98	15	-4	COc1ccc(CCNC(=O)CSc2nc3[nH]ncc3c(=O)n2-c2cccc(C(F)(F)F)c2)cc1OC
-2	7	-1	7	-17	-0.3	-7	-5	100	-6	·	O=C(O)C1CC(C(=O)O)SS1 (centres undefined)
3	-14	-6	1	-3	0.8	14	23	106	4	-14	Nc1nc2ccccc2n1C(=O)CCc1ccccc1
-4	-16	-2	3	-3	1.0	16	1	·	0	-7	Cc1c(C(=O)N2CCOCC2)oc2ccc(S(=O)(=O)N3CCCCCC3)cc12
-1	12	4	4	2	-0.6	-12	10	92	2	6	O=C(CNCc1ccc(Cl)cc1)N1CCc2ccccc2C1
-4	-27	-5	3	-7	1.2	27	-2	104	-3	·	Cc1cc(NC(=O)CN2C(=O)NC3(CCCCC3)C2=O)ccc1N1CCCC1
-7	7	-3	-2	-1	-1.4	-7	-7	100	-6	54	COc1cccc(C(=O)N2CCSC2=S)c1
-3	17	-6	-2	-7	-0.8	-17	14	·	9	-3	C(CNC1C2CC3CC(C2)CC1C3)CN1CCOCC1 (centres undefined)
5	65*	12	-5	-3	-0.4	-65	·	106	41	85	CC(C)CC(=O)Nc1ccc(S(=O)(=O)Nc2nccs2)cc1
1	-12	1	25	-13	-1.3	12	-12	111	-1	-5	Cc1ccc(C)c(NC(=S)N2CCC(NC(=O)c3cccc(F)c3)CC2)c1
3	-18	-1	-3	-7	0.2	18	31	87	-17	-7	Cc1ccc(C)c(CN2CCC(CNC(=O)Nc3ccc(C)c(F)c3)CC2)c1
-2	7	-5	3	9	·	-7	-5	95	-7	-15	Cc1ccc(NS(=O)(=O)c2ccc(-c3coc(C)n3)cc2)c(Br)c1
-10	-2	-4	1	-2	-0.4	2	3	131	-2	-8	COc1ccccc1N(CC(=O)N/N=C(\C)c1cccc(Br)c1)S(C)(=O)=O

Exported in CSV form: part of the list above.
molecule,dFosB act,SR-BI DiI-HDL act,PKA-R2B activ,NSD2 HMT inh,PKA-R1A activ,CDK5 p35 inh,SR-BI HDL uptake,MITF TRPM1 HTS,DSG3 Ab inh,Arr AP2 block,Mot1-301 SUMO
CC(C)CC(=O)Nc1ccc(S(=O)(=O)Nc2nccs2)cc1,5,65*,12,-5,-3,-0.4,-65,·,106,41,85
O=C(CNCc1ccc(Cl)cc1)N1CCc2ccccc2C1,-1,12,4,4,2,-0.6,-12,10,92,2,6

Some values from the list:
COc1ccc2cc3cc(C(=O)N4CCCC(C)C4)oc3nc2c1 (centres undefined) in MITF TRPM1 HTS shows 48
C(CNC1C2CC3CC(C2)CC1C3)CN1CCOCC1 (centres undefined) in MITF TRPM1 HTS shows 14
Cc1ccc(C)c(CN2CCC(CNC(=O)Nc3ccc(C)c(F)c3)CC2)c1 in SR-BI DiI-HDL act shows -18

Compound activity (PubChem BioAssay)
